Screening results as filed in PubChem BioAssay.
Vif imaging = HIV Vif self-association inhibitors, primary screen, imaging, HEK293T, single point. HEK293T cells, Vif self-association by quenched fluorescence, 24 h. inhibition, % at 7.49 µM. 340,000 tested, 0.35% active; in the data active means inhibition above about 50%, passing the limit was not always enough; further: some results filed as inactive read as strong as hits
HTR2A ag = mouse Htr2a agonists via beta-arrestin recruitment, primary screen, cell-based, luminescence; 5-hydroxytryptamine receptor 2A (Mus musculus), P35363; CHO-K1 mHTR2A beta-arrestin complementation; percent of 30 µM serotonin response; activation, % at 7.6 µM; 360,000 tested, 0.66% active; AID 624169, 2012;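 active means activation above a run cutoff, the mean activation of all tested compounds plus 3 SD, cut at about 14% in these data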;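 further: 0% = plate median of compound wells and 100% = 30 µM serotonin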
Target sequence (P35363 whole entry, looked up): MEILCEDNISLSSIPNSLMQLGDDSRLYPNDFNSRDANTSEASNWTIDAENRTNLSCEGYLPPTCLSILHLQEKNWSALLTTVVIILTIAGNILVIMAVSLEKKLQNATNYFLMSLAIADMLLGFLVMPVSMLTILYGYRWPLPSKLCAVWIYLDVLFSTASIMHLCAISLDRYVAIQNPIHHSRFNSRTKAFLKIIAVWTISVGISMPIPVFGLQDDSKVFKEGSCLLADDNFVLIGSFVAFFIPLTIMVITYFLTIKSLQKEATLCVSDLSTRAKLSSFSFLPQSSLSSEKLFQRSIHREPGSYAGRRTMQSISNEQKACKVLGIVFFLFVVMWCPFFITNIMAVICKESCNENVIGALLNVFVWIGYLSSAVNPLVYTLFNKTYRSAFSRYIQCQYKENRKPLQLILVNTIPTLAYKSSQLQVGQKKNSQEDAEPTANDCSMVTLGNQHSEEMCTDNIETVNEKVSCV
Cardio protect = cardioprotection against H2O2-induced cell death, primary screen, uHTS, H9c2 cells, ATPLite luminescence; H9c2 cardiomyocytes, H2O2 injury protection, 2 h; protection from H2O2 cell death, % at 20 µM; 360,000 tested, 0.63% active;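 active means compounds giving at least 50% protection of heart cells from peroxide-induced death in the single-dose screen, raw or plate-pattern-corrected value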;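 further: 0% = DMSO wells with peroxide and 100% = DMSO wells without peroxide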
CaV13 ICDI inh = Primary screen for inhibitors of IQ motif and Ca2+-dependent inactivation inhibitor domain binding in CACNA1D, Förster resonance energy transfer in living cells, …; inhibition, % at 12.3 µM; AID 743397; 340,000 tested, 0.098% active; HEK cells, CFP/YFP FRET ICDI-IQ, plate reader, 10 min; percent FRET-ratio fall versus neutral wells;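 active means mean replicate inhibition of at least 30% and at least 1% of replicates passing that level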;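 further: 0% = median of the neutral control wells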
PDI inh = inhibitors of human PDI, primary screen, biochemical, turbidity, single point, plate reader. Protein disulfide-isomerase (Homo sapiens), P07237. PDI insulin aggregation turbidity, A650, 90 min. inhibition, % at 10 µM. 350,000 tested, 0.052% active. AID 588391, 2011;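 active means mean inhibition across replicates of 30% or more, whatever share of single replicates reach that level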;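 further: absorbance from insulin aggregation driven by PDI reduction with DTT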
N-glyco inh = increase of ERlucT glycosylation luciferase signal, primary screen, N-linked glycosylation inhibitor project, D54 ERlucT cells, luminescence, set 2. D54 ERlucT glycosylation luciferase reporter, 24 h; percent of 100 nM tunicamycin response. reporter increase, % at 12.5 µM. 360,000 tested, 0.23% active;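 active means mean luciferase reporter signal, scaled so untreated is 0 and the glycosylation-blocking control 100, at or above a set limit in every replicate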;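 further: luciferase carries N-glycosylation sites so blocking glycosylation raises the light; 0% = median of neutral control wells and 100% = median of 100 nM tunicamycin wells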
MC4R antag cAMP = MC4R antagonists of cAMP signaling, primary screen, cell-based, TR-FRET, antagonist arm of biased-ligand search. MC4R-expressing cells, MTII-stimulated cAMP, LANCE TR-FRET. inhibition, % at 6.5 µM. 360,000 tested, 0.48% active. AID 540295, 2011;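 active means inhibition above its plate's cutoff, the mean of tested wells on that plate plus 3 SD, cut at about 29% in these data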;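 further: 0% = Melanotan II alone and 100% = Melanotan II plus saturating MCL0020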
Target sequence (P32245 whole entry, looked up): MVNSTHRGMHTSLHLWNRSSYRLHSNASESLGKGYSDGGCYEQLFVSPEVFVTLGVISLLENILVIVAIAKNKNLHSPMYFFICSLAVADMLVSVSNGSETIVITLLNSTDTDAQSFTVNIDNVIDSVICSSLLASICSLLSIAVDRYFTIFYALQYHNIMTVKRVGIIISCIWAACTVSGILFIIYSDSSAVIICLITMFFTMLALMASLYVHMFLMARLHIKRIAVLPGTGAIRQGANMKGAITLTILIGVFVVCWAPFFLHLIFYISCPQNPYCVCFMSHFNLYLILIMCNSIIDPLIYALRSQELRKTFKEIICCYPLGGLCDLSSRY
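Material: U2OS-MC4R stable cell line | Reagent: Melanotan II challenge after compound preincubation | Doses: One concentration, 6.5 µM nominal | Incubation: 30-min compound preincubation, 1-h Melanotan II challenge, 1-h detection, room temperature | Signal: TR-FRET cAMP assay | Replicates: One well per compound, no replicates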
aDG glyco act = activators of alpha-DG glycosylation, primary screen, uHTS, Pro5-aDG cells, AlphaScreen; AID 624168, 2012; alpha-DG glycosylation AlphaScreen (IIH6); 0% Pro5, 100% B10-LARGE cell signal; activation, % at 10 µM; 360,000 tested, 0.22% active;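 active means activation of at least 8% versus controls, or a plate z-score of at least 8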;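 further: Pro5 are CHO cells carrying HIG-tagged alpha-DG that lacks glycosylation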
ABCB6 inh MLPCN = ABCB6 transporter inhibitors, primary screen, K562-ABCB6 cells, flow cytometry, MLPCN library; ATP-binding cassette sub-family B member 6 (Homo sapiens), Q9NP58; K562-ABCB6 porphyrin accumulation, 1 h; active compounds read low; fluorescence ratio to DMSO, % at 10 µM; 360,000 tested, 0.19% active; AID 602162, 2011;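 active means fluorescence ratio to DMSO below 75%, the collection mean minus 3 SD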;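 further: signal is porphyrin accumulated inside mitochondria; 100% equals median channel fluorescence of DMSO control wells; lower ratio means ABCB6 inhibition with less porphyrin fluorescence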
MC4R barr agon = MC4R agonists recruiting beta-arrestin, primary screen, cell-based, luminescence, agonist arm of biased-ligand search; AID 540308, 2011; 360,000 tested, 0.98% active; Melanocortin receptor 4 (Homo sapiens), P32245; U2OS MC4R beta-arrestin complementation; percent of melanotan II response, DMSO zero; activation, % at 8.9 µM;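 active means activation above a per-plate cutoff, the mean activation of sample wells on that plate plus 3 SD, cut at about 8% in these data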
Numbers without * were called inactive; . = no result given.

SMILES | Vif imaging | HTR2A ag | Cardio protect | CaV13 ICDI inh | PDI inh | N-glyco inh | MC4R antag cAMP | aDG glyco act | ABCB6 inh MLPCN | MC4R barr agon
CSc1ccc(S(=O)(=O)NCCSc2ccccn2)cc1 | 7 | 2 | -6 | -9 | 1 | 1 | 5 | -0.1 | 102 | -1.1
Clc1cccc(Cl)c1CSc1nnc(CN2CCOCC2)n1-c1ccccc1 | 4 | 3 | 4 | . | -6 | -2 | 2 | 0.4 | . | -1.5
COc1ccc(C(=O)Nc2ccc(NC(=O)CSc3nnc(-c4ccncc4)n3C)cc2)cc1 | 22 | 2 | 1 | -4 | 7 | -3 | 12 | 0.5 | 104 | 0.1
FC(F)C(F)(F)C(F)(F)C(F)(F)c1cc(-c2ccccc2)n[nH]1 | -3 | 4 | -12 | -8 | -1 | -6 | 7 | 0.2 | 101 | 3.2
CCCN(CC(=O)Nc1ccc(F)c(F)c1F)C(=O)c1cc([N+](=O)[O-])ccc1N1CCOCC1 | 7 | -1 | 5 | -5 | 3 | 0 | 3 | -0.1 | 99 | -3.3
O=S(=O)(c1ccc(Br)s1)N1CCN(c2ccc(F)cc2)CC1 | 6 | -8 | -11 | -4 | 3 | -2 | -7 | 0.0 | 82 | 1.2
Cc1cccc2sc(NC(=O)Cn3cccc3)nc12 | . | -1 | -8 | -7 | 4 | -1 | 22 | -0.1 | 95 | 3.8
NC(=O)c1cnn2c(-c3ccc(Cl)cc3Cl)ccnc12 | -6 | 2 | -3 | . | 0 | -3 | -4 | 0.6 | 92 | -1.3
CCOC(=O)C1CCN(C(=O)CCNS(=O)(=O)c2cc(Br)cnc2N)CC1 | -6 | -3 | -5 | -3 | 3 | 2 | 0 | 0.0 | 101 | -1.3
CCCCN(C)CCCNC(=O)c1ccc2c(c1)N(CC)C(=O)c1ccccc1S2=O (stereo not drawn) | -5 | -7 | 15 | -3 | -4 | -2 | 11 | -0.1 | 101 | -2.0
O=P(c1ccccc1)(c1ccccc1)c1cc(Br)cc(Br)c1OCCO | -1 | 0 | 2 | -5 | 7 | -1 | 1 | 0.4 | 92 | -0.8
CNC(=S)N(C1=NCC(c2ccc([N+](=O)[O-])cc2)S1)c1ccccc1 (stereo not drawn) | -2 | 3 | -4 | -7 | 13 | -5 | 4 | 0.0 | 97 | -0.7
Cc1cc(F)ccc1S(=O)(=O)Nc1ccccc1C(=O)NC1CCN(Cc2ccccc2)CC1 | -9 | -13 | -6 | -3 | 6 | -3 | -5 | 0.2 | 102 | -1.1
Cn1cc(Br)c(-c2cccc(NC(=O)CCC(=O)O)c2)n1 | -4 | 0 | 2 | -4 | -2 | 0 | 6 | 0.0 | 99 | 0.5
Cc1cccc(CC2S/C(=N/N=C/c3ccco3)NC2=O)c1 (stereo not drawn) | 4 | -2 | -5 | -4 | 22 | 0 | -5 | -0.1 | 100 | -1.3
Cc1ccc(Oc2ccc(S(=O)(=O)Nc3ccc(C(=O)O)cc3)cc2)cc1 | 16 | 0 | -6 | -3 | -3 | 3 | 8 | 0.2 | 101 | 0.0
Cc1ccccc1-c1nnn(Cc2ccc(-c3nn[nH]n3)cc2)n1 | 0 | -1 | 4 | -4 | -5 | 2 | -3 | 0.0 | 100 | -2.8
CCCCn1c(-c2cccc(Br)c2)nc2cc3[nH]c(=O)c(C(C)C)nc3cc21 | -2 | 0 | 5 | -9 | -5 | 0 | 10 | 0.9 | 110 | 2.6
Cc1ccccc1NC(=S)N(Cc1cccnc1)Cc1ccccc1Cl | 22 | -4 | 11 | -3 | 6 | -4 | 6 | 0.1 | 101 | 0.8
Cc1ccc(C(=O)C(C)N(C(=O)c2ccc(Cl)cc2Cl)N2C(=O)CCCC2=O)cc1 (stereo not drawn) | -4 | 7 | 4 | -3 | -7 | 3 | 10 | -0.1 | 101 | -1.4
COc1ccc(-n2c(C)cc(C(=O)COC(=O)c3ccc(O)cc3O)c2C)cc1 | . | 10 | -26 | -7 | -7 | -10 | 9 | 1.6 | 96 | 11*
Cc1nn(C)cc1NC(=O)Cn1nc(C(F)(F)F)cc1C1CC1 | -20 | -1 | 6 | -17 | -1 | 2 | 1 | 0.1 | 96 | -1.4
CC(=O)N1CC(C)Sc2ccc(S(=O)(=O)NCc3ccccc3Cl)cc21 (stereo not drawn) | -3 | -1 | -11 | -2 | -4 | 0 | 8 | 0.1 | 107 | -1.5
O=C(COC(=O)C1CCCCC1)Nc1cc([N+](=O)[O-])ccc1F | -2 | 0 | -2 | 7 | -3 | -1 | -3 | -0.3 | 96 | -3.0
CCCn1c(=O)c(C(=O)NNC(=O)c2ccccc2[N+](=O)[O-])c(O)c2ccccc21 | 7 | -3 | -3 | -7 | -3 | 1 | 11 | -0.4 | 97 | -4.0
OCCC1CN(Cc2ccccc2-c2ccco2)CCN1Cc1ccsc1 (stereo not drawn) | 4 | 5 | 0 | -14 | 3 | 0 | 3 | 0.1 | 102 | 0.1
Cc1ccc2c(c1C)C(=O)C(=O)N2 | 1 | -2 | 1 | -12 | 19 | 0 | -11 | 0.1 | 89 | 0.4
COc1cc2c(cc1OC)-c1cc(Nc3cccc(C)c3)nc(=O)n1CC2 | -6 | 2 | 13 | -3 | 0 | 3 | -34 | -0.1 | 98 | -0.3
Cc1ccc(NC(=O)CSc2nnc(Cn3c(=O)sc4ccccc43)n2C)cc1Cl | 0 | 4 | 49 | 10 | . | 0 | -3 | 0.1 | 94 | -0.3
O=C1CCC(C(=O)NCc2ccc3c(c2)OCO3)N1 (stereo not drawn) | 12 | 14 | -2 | -5 | 0 | 0 | -2 | -0.1 | 88 | 0.7
Cc1ccc(NC(=O)CSc2ccc3nnc(CCNC(=O)c4ccccc4)n3n2)c(C)c1 | 0 | -2 | 4 | -4 | 2 | 1 | 0 | -0.4 | 102 | 3.0
Cc1ccc(Nc2nc(N)nc(CN3CCN(Cc4ccc5c(c4)OCO5)CC3)n2)cc1C | -4 | -5 | 3 | -2 | -2 | 0 | 14 | 0.0 | 94 | 2.0
O=C(COC(=O)CNC(=O)C1CCCCC1)Nc1ccccc1 | 17 | 5 | 1 | -11 | -2 | 2 | 15 | -0.1 | 98 | 0.0
CSc1ccc(CN2CCCC(CNC(=O)c3ccc(F)cc3)C2)cc1 (stereo not drawn) | -2 | -2 | -4 | -2 | 3 | -1 | 4 | 0.4 | 98 | -1.1
COc1cc2c(=O)n(CCCC(=O)NCC3CCCO3)c(=O)n(CC(=O)c3ccc(F)cc3)c2cc1OC (stereo not drawn) | -4 | 3 | 11 | -7 | 4 | -2 | 30* | -0.1 | 104 | -0.2
Cc1cnc(C(=O)N2CCN(S(=O)(=O)c3cccc(Br)c3)CC2)cn1 | -3 | -2 | 4 | -5 | 0 | 1 | 0 | 0.2 | 97 | -1.3
Cn1nnnc1Sc1ncnc2scc(-c3ccc([N+](=O)[O-])cc3)c12 | -5 | -4 | -16 | -8 | -4 | -21 | -14 | -0.4 | 96 | -1.1
COC(=O)c1ccccc1NC(=O)CN1C(=O)c2ccccc2S1(=O)=O | 2 | -6 | 1 | . | -7 | 1 | 9 | 0.2 | 91 | -1.7
CC1Cc2ccccc2N1S(=O)(=O)c1cccc(C(=O)NCCCn2ccnc2)c1 (stereo not drawn) | 0 | -5 | -9 | -4 | -3 | 0 | -1 | 0.4 | 88 | -0.9
CC1(Oc2ccc(Cl)cc2)CCN(Cc2ccc(OC(F)(F)F)cc2)C1 (stereo not drawn) | 7 | -1 | -8 | -3 | 1 | 2 | 2 | 0.4 | 99 | -0.2
CCn1cc(C(=O)NCc2ccco2)c(=O)c2cc(S(=O)(=O)N3CCCCCC3)ccc21 | -7 | -6 | 6 | -4 | 1 | -3 | -5 | -0.2 | 91 | -2.1
S=C(Nc1ccccc1Cl)N(CCCN1CCOCC1)Cc1ccco1 | -15 | 0 | 5 | -3 | -3 | 3 | 8 | 0.3 | 105 | -0.7
CCCS(=O)(=O)N1CCCC(C(=O)NC2CCCCC2)C1 (stereo not drawn) | 7 | -3 | 3 | . | 8 | 1 | 2 | -0.2 | 107 | -1.1
O=[N+]([O-])c1ccc(C2=Nn3c(Cn4nnc5ccccc54)nnc3SC2)cc1 | -23 | 4 | 14 | -5 | 2 | 4 | 5 | -0.1 | 94 | -0.8
Cc1ccccc1N1CCN(Cc2ccc([N+](=O)[O-])o2)CC1 | 4 | -7 | 5 | -19 | -1 | 0 | 2 | 0.1 | 95 | 0.0
CCN1CCN(c2oc(COc3ccc(-c4ccccc4)cc3)nc2C#N)CC1 | -3 | -7 | -11 | -6 | -5 | -2 | 11 | 0.0 | 97 | -1.6
Cc1ccc(CNC(=O)C2CC(c3cccc([N+](=O)[O-])c3)=NO2)cc1 (stereo not drawn) | -5 | 0 | -3 | -13 | 7 | 3 | -8 | -0.2 | 88 | -0.2
Cc1ccccc1N1CCN(CCN2C(=O)CC(=C3c4ccccc4-c4ccccc43)C2=O)CC1 | 5 | -3 | -4 | -5 | -3 | -1 | 2 | -0.4 | 103 | -0.3
CCOc1cc(N2CCOCC2)c(OCC)cc1NC(=O)COC(=O)COc1cc(C)cc(C)c1 | 2 | 1 | 2 | -6 | -1 | 0 | 7 | 0.5 | 99 | -3.9
CCOc1ccc(-n2c(SCC(=O)NC(C)CC)nc3n[nH]c(C)c3c2=N)cc1 (stereo not drawn) | -4 | 5 | 3 | . | 1 | 8 | 13 | 1.0 | 97 | -1.9
CCN1CCN(c2cc3c(cc2F)c(=O)c(C(=O)O)cn3C2CC2)CC1 | -3 | 5 | 8 | -5 | 4 | 0 | 1 | 0.0 | 119 | 0.4
COCCCNC(=S)N/N=C/c1ccc(O)cc1O | 5 | 5 | -4 | -5 | 2 | -2 | 18 | -0.2 | 99 | -0.8

Part of the list above with just N-glyco inh.
Compound | N-glyco inh
COc1cc2c(=O)n(CCCC(=O)NCC3CCCO3)c(=O)n(CC(=O)c3ccc(F)cc3)c2cc1OC (stereo not drawn) | -2
Cc1cnc(C(=O)N2CCN(S(=O)(=O)c3cccc(Br)c3)CC2)cn1 | 1
Cn1nnnc1Sc1ncnc2scc(-c3ccc([N+](=O)[O-])cc3)c12 | -21
